# CHRM5 antagonist = blocks acetylcholine activation of human M5 receptor; AID 624040; actives 0.59% (n = 360,000); inhibition, % at 3 µM; CHO-hM5 cells, Fluo-8 calcium fluorescence, ACh EC80; P08912;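 active means inhibition above a per-plate cutoff, the mean of that plate's test compounds plus 3 SD, cut at about 27% in these data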;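 further: 0% = acetylcholine EC80 with DMSO and 100% = DMSO without agonist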
# CHRM5 agonist = agonists of human muscarinic M5 receptor (CHRM5) | actives 0.19% (n = 360,000) | activation, % at 3 µM | P08912 | CHO-K1 hM5 cells, Fluo-8 calcium fluorescence; 0% DMSO wells, 100% maximal acetylcholine response;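 active means activation above the run's mean over test compounds plus 3 SD, cut at about 23% in these data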;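 further: signal is peak over basal fluorescence ratio across the kinetic read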
# CHRM4 agonist = agonists of human muscarinic M4 receptor (CHRM4); CHO-K1 hM4/Gqi5, Fluo-8 calcium fluorescence; vehicle 0%, full acetylcholine response 100%; actives 0.14% (n = 360,000); activation, % at 3 µM; P08173;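 active means activation above the run mean over all test wells plus 3 SD, cut at about 32% in these data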;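 further: peak over basal fluorescence ratio per well then scaled between controls; 0% = DMSO wells and 100% = acetylcholine at EC100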
# CHRM1 agonist = activates human CHRM1 receptor | actives 0.33% (n = 360,000) | AID 588814 | CHO-K1 hM1, Fluo-8 calcium fluorescence, agonist mode; 0% DMSO, 100% acetylcholine EC100 | P11229 | activation, % at 3 µM;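 active means activation above the run's mean compound activation plus 3 SD, cut at about 16% in these data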;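 further: peak over basal fluorescence ratio within a 140 s kinetic read after compound addition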
# Target sequence (P11229 whole entry, looked up): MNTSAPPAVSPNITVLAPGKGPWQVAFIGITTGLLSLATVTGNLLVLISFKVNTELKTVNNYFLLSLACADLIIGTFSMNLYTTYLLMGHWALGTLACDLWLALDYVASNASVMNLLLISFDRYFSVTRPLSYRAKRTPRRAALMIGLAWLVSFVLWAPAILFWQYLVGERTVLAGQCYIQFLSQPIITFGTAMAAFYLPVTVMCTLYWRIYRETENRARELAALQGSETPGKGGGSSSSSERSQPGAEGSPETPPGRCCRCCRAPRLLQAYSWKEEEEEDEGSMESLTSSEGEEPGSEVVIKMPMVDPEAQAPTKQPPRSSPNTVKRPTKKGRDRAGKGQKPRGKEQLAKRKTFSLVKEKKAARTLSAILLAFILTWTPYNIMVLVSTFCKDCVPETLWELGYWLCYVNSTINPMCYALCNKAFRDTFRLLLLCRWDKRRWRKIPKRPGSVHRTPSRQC
# M4 antag = antagonists of human muscarinic M4 receptor (CHRM4); P08173; CHO-hM4 cells, ACh EC80, Fluo-8 calcium fluorescence; inhibition, % at 3 µM; actives 0.73% (n = 360,000); AID 624125;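 active means inhibition above its plate's cutoff, the mean inhibition of sample wells plus 3 SD, cut at about 27% in these data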;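 further: 0% = acetylcholine EC80 with DMSO and 100% = DMSO without agonist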
# CHRM1 antagonist = antagonists of human M1 muscarinic receptor; P11229; CHO-K1 hM1, Fluo-8 calcium fluorescence, ACh EC80 antagonist; inhibition, % at 3 µM; actives 1.3% (n = 360,000); AID 588852;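 active means percent inhibition above its own plate's cutoff, namely the mean of that plate's compound wells plus 3 SD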;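 further: peak over basal fluorescence ratio during 140 s after agonist addition; 0% = ACh EC80 plus DMSO and 100% = DMSO alone without agonist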
# M1 PAM = potentiates human M1 receptor response to acetylcholine | AID 588819 | CHO-K1 hM1, Fluo-8 calcium fluorescence, ACh EC20; 0% = ACh EC20, 100% = maximal ACh | P11229 | actives 0.088% (n = 360,000) | activation, % at 3 µM; in the data active means activation above about 19%, passing the limit was not always enough
# TAAR1 agonist = human TAAR1 agonism. CHO RD-HGA16 TAAR1, Fluo-8 calcium fluorescence; vehicle wells 0%, saturating PEA agonist 100%. activation, % at 3 µM. actives 0.99% (n = 360,000). AID 624467;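 active means activation above the mean activation of all test compounds in the run plus 3 SD, cut at about 38% in these data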
# Target sequence (Q96RJ0 whole entry, looked up): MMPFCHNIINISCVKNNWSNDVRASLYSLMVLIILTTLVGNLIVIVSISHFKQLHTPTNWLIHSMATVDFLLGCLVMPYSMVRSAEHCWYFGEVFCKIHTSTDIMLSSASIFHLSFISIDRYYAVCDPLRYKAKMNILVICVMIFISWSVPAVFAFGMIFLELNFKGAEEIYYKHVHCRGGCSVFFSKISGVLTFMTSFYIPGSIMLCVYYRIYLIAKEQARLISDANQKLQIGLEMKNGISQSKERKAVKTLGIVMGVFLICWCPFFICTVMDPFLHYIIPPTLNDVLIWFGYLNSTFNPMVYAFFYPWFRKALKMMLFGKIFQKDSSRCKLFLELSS
#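 Test system: RD-HGA16 (CHO) cells co-expressing Gα16 and hTAAR1 / Benchmarks: DMSO vehicle as 0%, PEA at EC100 as 100% / Repeats: no replicates (n 1) / Measure: % activation from peak over basal fluorescence ratio, DMSO-to-PEA scaled / Timing: 17-24 h plating, Fluo-8 75 min 37 °C, 30 min RT / Technique: kinetic Fluo-8 calcium fluorescence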
# M5 PAM = CHRM5 positive allosteric modulation. activation, % at 3 µM. CHO-K1 hM5, Fluo-8 calcium, ACh EC20 PAM; 0% = ACh EC20, 100% = ACh EC100. P08912. actives 0.3% (n = 360,000). AID 624038;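 active means activation above the run cutoff, the mean activation of all test compounds plus 3 SD, cut at about 18% in these data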
#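 Replicates: One well per compound, no replicates | System: Human M5 receptor in CHO-K1 cells | Benchmarks: Low control EC20 acetylcholine (0%), high control EC100 acetylcholine (100%) | Probe or stimulus: Acetylcholine, EC20 level | Times: Fluo-8 loading 80 min at 37 °C plus 30 min room temperature | Signal: Intracellular calcium via Fluo-8 fluorescence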
# An asterisk follows results filed as active. Some of the compounds tested; count on the stated rates, not on these rows.
mol | CHRM5 antagonist | CHRM5 agonist | CHRM4 agonist | CHRM1 agonist | M4 antag | CHRM1 antagonist | M1 PAM | TAAR1 agonist | M5 PAM
CCOc1ccc(/C=C/C(=O)Nc2ccc3[nH]c(=O)[nH]c3c2)cc1 | 7 | 1 | 1 | -8 | 4 | -7 | 9 | 7 | 1
O=C(Nc1ccccc1N1CCN(C(=O)c2ccc(Cl)cc2)CC1)c1cccc([N+](=O)[O-])c1 | 15 | -2 | 13 | -4 | 13 | 21 | -6 | 7 | -8
O=C(Cn1c(=O)n(-c2ccc(F)cc2)c(=O)c2sccc21)c1ccccc1 | 2 | 2 | -1 | 1 | 10 | -16 | 13 | 1 | 6
COCCn1c(=NC(=O)c2cccs2)sc2cc(NC(C)=O)ccc21 | 2 | -1 | 1 | -5 | -6 | -11 | 10 | 3 | -1
Cc1nn(CC(=O)Nc2ccc(Cl)cc2)c(=O)c2cc(-c3ccccc3)nn12 | -1 | 1 | -1 | 4 | 8 | -5 | 13 | 0 | 11
O=C(CSc1nnc(Cc2cccs2)n1CCc1ccccc1)N1CCCc2ccccc21 | 23 | 2 | 14 | 2 | 0 | 23 | -11 | 19 | -20
O=C(Cn1cnc2c(oc3ccccc32)c1=O)c1ccccc1 | 4 | 0 | 2 | -2 | -5 | -3 | 9 | 1 | -4
COc1cccc(NC(=O)CSc2nc3ccccc3nc2N2CCOCC2)c1 | 5 | -1 | 7 | -5 | -15 | -5 | -1 | -1 | -5
Clc1cccc(Cc2c(C3CCCCC3)nc3ccc(Cl)cn23)c1 | -8 | -1 | -2 | -9 | -8 | 0 | -5 | -2 | -2
Clc1ccc(C[n+]2cc(-c3ccc(Cl)cc3)n3c2CCC3)cc1 | 32* | -15 | 11 | -6 | 0 | 31 | -16 | 3 | -32
CCCN(CCC)CC(O)Cn1c2ccccc2c2ccccc21 (stereo unspecified) | -5 | -7 | 5 | -14 | -3 | -6 | 11 | 4 | -1
C/C(=N/NC(=O)CNC(=O)c1cccnc1)c1ccccc1 | -1 | -1 | 2 | -5 | -23 | -6 | 5 | 10 | 2
Cc1c(CC(=O)O)c(=O)oc2cc(OCc3nn[nH]n3)ccc12 | -3 | 2 | 0 | -2 | 11 | 22 | -7 | 1 | 0
Cc1nn(-c2cc(C(F)(F)F)ccc2Cl)c2nc(C(F)(F)F)[nH]c(=O)c12 | 3 | 8 | -2 | -6 | 11 | -5 | 10 | -3 | 2
O=C(N1CCCCC1)C1(S(=O)(=O)c2ccccc2)CC=CC1 | 10 | -3 | 1 | -4 | 0 | -3 | 6 | 1 | 1
O=C(c1ccc(Cl)c(S(=O)(=O)N2CCc3ccccc3C2)c1)N1CCN(c2ccccc2)CC1 | 1 | -4 | 3 | -10 | -4 | 14 | -8 | 3 | -4
Cc1ccc(NC(=O)CCNC(=O)c2ccco2)cc1 | 1 | -1 | 1 | 0 | 3 | 1 | 7 | 3 | 13
CC1=CC(C)(C)N(C(=O)CSc2nnc(-c3ccc(C)cc3)o2)c2ccc(C)cc21 | -6 | -6 | -2 | -5 | 3 | -3 | -3 | 1 | -8
COC(=O)c1ccc(OCC(=O)c2cccc(OC)c2)cc1 | -3 | -2 | 3 | -6 | -16 | -8 | 2 | 0 | -1
COc1ccc(/C=C/C(=O)c2c(O)cc(OC)cc2OC)cc1 | -1 | -1 | 2 | -6 | -23 | 5 | -1 | 2 | -3
CCc1cc(CNC(=O)CC2C(=O)NCCN2Cc2cccc(OC)c2)on1 (stereo unspecified) | 1 | -2 | 1 | -2 | 1 | -6 | 10 | 14 | 4
COc1ccc(OCC(=O)N2CCCC2=O)c([N+](=O)[O-])c1 | 6 | -2 | 0 | -4 | 10 | -4 | 5 | 0 | -2
Cc1c(C(=O)N/N=C/c2ccccc2)[nH]c2ccc(Cl)cc12 | 2 | 0 | 1 | -1 | 0 | 0 | 0 | 10 | -4
CC1(C)CC2(CCO1)OC(=O)CC2C(=O)NCc1ccccc1 (stereo unspecified) | 4 | -3 | 1 | -1 | 4 | -4 | 3 | 14 | -12
Cc1ccc(Cc2c(-c3ccc(C)cc3)nc3c(C)cc(Br)cn23)cc1 | -2 | -1 | -1 | -3 | 9 | -26 | 0 | -2 | -11
COCCNC(=O)c1cc2c(-c3ccccc3F)nn(C)c2s1 | -4 | -2 | 1 | 2 | 5 | -9 | 5 | 15 | -14
CC(=O)Nc1ccc(OCc2nnc(-c3ccccc3)o2)cc1 | -1 | -3 | 1 | -1 | -4 | -8 | 0 | 6 | 4
Cc1cccc(/C=N/NC(=O)C(C)Nc2cccc3ccccc23)n1 (stereo unspecified) | -1 | 3 | 4 | -5 | 9 | 12 | -6 | 5 | -1
Cn1c(=O)c2c(=O)cc(N)[nH]c2n(C)c1=O | 9 | -2 | 0 | -3 | 7 | -13 | 4 | 2 | -5
C=CCNC(=O)C1CC(=O)N(c2ccc(C)cc2)C1 (stereo unspecified) | -5 | 0 | 0 | -2 | -19 | -11 | 2 | -1 | 0

# 3 structures already listed, ordered by molecular weight, descending.
mol | CHRM5 antagonist | CHRM5 agonist | CHRM4 agonist | CHRM1 agonist | M4 antag | CHRM1 antagonist | M1 PAM | TAAR1 agonist | M5 PAM
Cc1nn(CC(=O)Nc2ccc(Cl)cc2)c(=O)c2cc(-c3ccccc3)nn12 | -1 | 1 | -1 | 4 | 8 | -5 | 13 | 0 | 11
CCCN(CCC)CC(O)Cn1c2ccccc2c2ccccc21 (stereo unspecified) | -5 | -7 | 5 | -14 | -3 | -6 | 11 | 4 | -1
CC1(C)CC2(CCO1)OC(=O)CC2C(=O)NCc1ccccc1 (stereo unspecified) | 4 | -3 | 1 | -1 | 4 | -4 | 3 | 14 | -12

# Some of the entries above, set out differently:
CHRM5 antagonist	CHRM5 agonist	CHRM4 agonist	CHRM1 agonist	M4 antag	CHRM1 antagonist	M1 PAM	TAAR1 agonist	M5 PAM	mol
-1	-1	2	-6	-23	5	-1	2	-3	COc1ccc(/C=C/C(=O)c2c(O)cc(OC)cc2OC)cc1
1	-2	1	-2	1	-6	10	14	4	CCc1cc(CNC(=O)CC2C(=O)NCCN2Cc2cccc(OC)c2)on1 (stereo unspecified)
6	-2	0	-4	10	-4	5	0	-2	COc1ccc(OCC(=O)N2CCCC2=O)c([N+](=O)[O-])c1
2	0	1	-1	0	0	0	10	-4	Cc1c(C(=O)N/N=C/c2ccccc2)[nH]c2ccc(Cl)cc12

# Next section:
mol | CHRM5 antagonist | CHRM5 agonist | CHRM4 agonist | CHRM1 agonist | M4 antag | CHRM1 antagonist | M1 PAM | TAAR1 agonist | M5 PAM
CCCCN(CC)CCNC(=O)c1nn(-c2ccc(OC)cc2)c(=O)c2c1c1ccccc1n2C | 3 | -4 | 0 | -10 | -7 | -6 | 3 | -2 | 2
CCOc1ccc(N(C)C(=O)CCc2nnc3ccc(N4CCOCC4)nn23)cc1 | 2 | -1 | 0 | -4 | 5 | 13 | 0 | 0 | -1
Cc1cc(C)c2c(n1)nn1c(N3CCN(Cc4ccccc4)CC3)cc(C)nc21 | -13 | 4 | 0 | -6 | 5 | 4 | 2 | 1 | 18
O=C(COC(=O)c1ccc(S(=O)(=O)N2CCCCCC2)cc1)NCc1ccc(Cl)cc1 | 10 | 3 | 1 | -2 | -11 | -17 | 13 | 0 | 3
C/C(=C\C(=O)c1ccncc1)Nc1ccccc1O | -2 | -3 | 2 | 0 | -14 | -1 | -2 | 3 | 4
CC1(C)CC2(CCO1)OC(=O)CC2C(=O)Nc1ccc(Cl)cc1[N+](=O)[O-] (stereo unspecified) | 12 | -3 | 2 | -3 | -6 | -5 | 1 | 1 | 0
O=C(COC(=O)c1ccccc1Cl)Nc1cccnc1Cl | -2 | 2 | 2 | -3 | -20 | -3 | 6 | 4 | 0
CC1CCCN(CCCNC(=O)c2coc3nc4ccccc4nc23)C1 (stereo unspecified) | -2 | -3 | 0 | -4 | 2 | 2 | 1 | 6 | -2
Nc1c(C(=O)c2ccccc2)sc(Nc2ccccc2)c1S(=O)(=O)c1ccccc1 | -5 | 0 | -2 | -6 | -6 | -5 | 8 | 9 | -2
O=c1cc(O)c2sc3nc(-c4ccccc4)cc(C(F)(F)F)c3c2[nH]1 | -3 | -1 | 0 | 0 | 0 | 7 | -4 | -1 | 2
CN(CCc1ccccn1)C(=O)CC1C(=O)NCCN1Cc1ccc(-c2ccccc2)cc1 (stereo unspecified) | 2 | -4 | 2 | -3 | -14 | -2 | 6 | 7 | 1
CCOC(=O)CN1C(=O)N[C@H](c2ccc(Br)cc2)C(C(C)=O)=C1C | 18 | -2 | 3 | -2 | -6 | -29 | 14 | 4 | -4
CC(C)c1ccccc1NC(=O)Cn1c(-c2ccccc2Cl)nc2ccccc21 | -2 | -4 | 3 | -7 | -16 | 1 | 3 | 1 | 5
COC(=O)c1ccc(/C=N\NC(=O)CC(=O)NCCc2ccccc2)cc1 | -11 | 1 | 2 | -7 | -4 | -2 | 7 | 5 | 1
COc1c2c(c(OC)c3ccccc13)[C@]1(OC2)O[C@H](CCO)C[C@H](O)[C@H]1O | -4 | 2 | 0 | -3 | 2 | 18 | -10 | 4 | 3
CCC(C)NC(=O)c1ccc(CS(=O)(=O)Cc2ccc(Cl)cc2)o1 (stereo unspecified) | 9 | -4 | 1 | -2 | -18 | -10 | 8 | -2 | -8
O=C(O)C1CC(=O)N(Cc2cccnc2)C1 (stereo unspecified) | 3 | 1 | 2 | 0 | 1 | -3 | 4 | 5 | -7
CCc1ccccc1NC(=O)CN1CCN(C(=O)c2ccc(OCc3cn4ccccc4n3)cc2)CC1 | -4 | 0 | 4 | -4 | 7 | -6 | 4 | 1 | 6
S=c1[nH]nc(-c2ccncc2)n1/N=C/C(Cl)=C\c1ccccc1 | -12 | 38* | 5 | 39* | -16 | 11 | 1 | 52* | 1

# Shown as a hit in TAAR1 agonist, of those listed so far:
mol | CHRM5 antagonist | CHRM5 agonist | CHRM4 agonist | CHRM1 agonist | M4 antag | CHRM1 antagonist | M1 PAM | TAAR1 agonist | M5 PAM
S=c1[nH]nc(-c2ccncc2)n1/N=C/C(Cl)=C\c1ccccc1 | -12 | 38* | 5 | 39* | -16 | 11 | 1 | 52* | 1

# Structures listed so far that contain two or more sulfur atoms:
mol | CHRM5 antagonist | CHRM5 agonist | CHRM4 agonist | CHRM1 agonist | M4 antag | CHRM1 antagonist | M1 PAM | TAAR1 agonist | M5 PAM
COCCn1c(=NC(=O)c2cccs2)sc2cc(NC(C)=O)ccc21 | 2 | -1 | 1 | -5 | -6 | -11 | 10 | 3 | -1
O=C(CSc1nnc(Cc2cccs2)n1CCc1ccccc1)N1CCCc2ccccc21 | 23 | 2 | 14 | 2 | 0 | 23 | -11 | 19 | -20
Nc1c(C(=O)c2ccccc2)sc(Nc2ccccc2)c1S(=O)(=O)c1ccccc1 | -5 | 0 | -2 | -6 | -6 | -5 | 8 | 9 | -2
